TRPC4 inh: blocks the mouse TRPC4 cation channel | Q9QUQ5 | hit rate 0.39% among 300,000 | B-score at 10 µM | HEK293 TRPC4beta/mu-opioid, DAMGO-evoked Fluo4 calcium flux; hits give low values | AID 2247;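 active means B-score over 3 SD under the library average, no early fluorescence shift, positive overall ratio signal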
Target sequence (Q9QUQ5 whole entry, looked up): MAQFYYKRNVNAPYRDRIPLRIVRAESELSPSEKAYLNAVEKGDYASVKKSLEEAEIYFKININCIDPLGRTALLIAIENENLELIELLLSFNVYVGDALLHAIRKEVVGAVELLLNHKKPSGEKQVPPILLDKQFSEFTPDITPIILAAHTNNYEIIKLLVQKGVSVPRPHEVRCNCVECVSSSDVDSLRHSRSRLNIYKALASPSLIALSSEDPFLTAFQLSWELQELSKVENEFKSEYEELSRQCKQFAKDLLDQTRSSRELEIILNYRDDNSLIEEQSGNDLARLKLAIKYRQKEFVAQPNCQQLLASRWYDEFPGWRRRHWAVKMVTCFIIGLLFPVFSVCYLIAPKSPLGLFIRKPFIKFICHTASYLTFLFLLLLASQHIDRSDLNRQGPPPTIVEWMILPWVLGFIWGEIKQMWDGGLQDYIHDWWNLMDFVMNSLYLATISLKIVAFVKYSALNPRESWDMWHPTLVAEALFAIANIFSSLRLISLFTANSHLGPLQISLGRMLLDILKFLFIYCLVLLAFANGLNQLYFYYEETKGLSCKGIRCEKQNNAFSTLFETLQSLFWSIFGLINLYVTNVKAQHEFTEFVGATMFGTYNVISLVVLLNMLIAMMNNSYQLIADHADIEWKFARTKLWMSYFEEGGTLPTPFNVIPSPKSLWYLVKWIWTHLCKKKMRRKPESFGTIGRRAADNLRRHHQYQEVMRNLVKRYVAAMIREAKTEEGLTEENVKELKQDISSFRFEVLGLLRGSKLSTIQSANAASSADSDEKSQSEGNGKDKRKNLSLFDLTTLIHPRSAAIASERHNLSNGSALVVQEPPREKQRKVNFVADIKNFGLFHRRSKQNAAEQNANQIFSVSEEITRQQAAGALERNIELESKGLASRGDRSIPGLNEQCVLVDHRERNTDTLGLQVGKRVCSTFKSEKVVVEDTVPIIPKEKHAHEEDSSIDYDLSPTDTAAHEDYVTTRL
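Material: HEK293 cells with stable TRPC4beta plus mu-opioid receptor expression / Probe or stimulus: DAMGO in two steps, submaximal then maximal / Compound: single concentration per test compound / Technique: kinetic Fluo4 fluorescence imaging of calcium influx / Read-out: per-well B score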
TRPC6 activator: activators of mouse TRPC6 channel | HEK293-TRPC6 membrane potential dye fluorescence; hits give high values | B-score at 10 µM | hit rate 0.13% among 310,000;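 active means B-score of the integrated fluorescence ratio above library mean plus 3 SD, and starting fluorescence ratio within library mean plus 5 SD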;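 further: higher score means more depolarization so channel activation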
MrgX1 agonist: agonists of human MrgX1 receptor; Q96LB2; MrgX1-HEK293 cells, Fluo-4 calcium fluorescence, agonist mode; hits give high values; B-score at 10 µM; hit rate 0.44% among 310,000;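 active means calcium response B-score plate-corrected fluorescence ratio at least 3 library SD, with starting fluorescence B-score inside 5 SD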
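Test system: HEK293 cells stably expressing human MrgX1 receptor; amount: 15,000 cells per well; doses: compound delivered in addition one of three; times: overnight plating before 1 h dye loading; detection: Fluo-4 NW calcium-flux fluorescence, kinetic read; read-out basis: B-scored fluorescence response ratio; controls: positive and negative controls per plate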
TMEM16A inh: blocks the mouse calcium-activated chloride channel TMEM16A | AID 588511 | normalized B-score (activity score, 25-100; higher = stronger inhibition) at 10 µM | Q8BHY3 | HEK293 TMEM16A/YFP iodide influx fluorescence, ionomycin | hit rate 1.2% among 310,000;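 active means ratio plate-corrected score three or more library SD toward inhibition, starting fluorescence score within five deviations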;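 further: score derived from kinetic fluorescence span divided by baseline fluorescence per well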
ANO1 activ: activates or potentiates the mouse TMEM16A chloride channel | Q8BHY3 | B-score at 10 µM | HEK293 TMEM16A/YFP-H148Q/I152L, iodide quench fluorescence; hits give low values | hit rate 0.3% among 340,000;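 active means fluorescence-ratio B-score plate-corrected deviation score at least 3 library SD below zero, with starting fluorescence score within 5 deviations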;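 further: channel opened by trigger with iodide after compound preincubation; score built on the fluorescence ratio of max minus min over baseline; more negative score means more quench and so TMEM16A activation or potentiation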
MrgX1 PAM: allosterically activates human MrgX1 receptor signaling; MrgX1-HEK293, Fluo-4 calcium flux, FDSS; hits give high values; B-score at 10 µM; hit rate 0.63% among 310,000; Q96LB2; AID 588675;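 active means plate-corrected calcium response at least 3 library SD above typical, normal starting fluorescence, not activating the receptor alone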;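 further: compound read alongside a low EC10 to EC30 dose of BAM8-22 agonist; peak minus trough fluorescence over baseline measured at the second addition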
MrgX1 antag: human MrgX1 receptor antagonism, primary screen; Q96LB2; MRGX1-HEK293 calcium flux, Fluo-4, BAM8-22 antagonism; hits give low values; B-score at 10 µM; hit rate 1.3% among 310,000; AID 588676;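 active means calcium-response B-score plate-corrected more than 3 library SD below zero, starting fluorescence within 5 deviations, no agonist response on first addition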;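 further: peak minus trough fluorescence over baseline after final BAM8-22 challenge near maximal dose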
RGS4 block: inhibitors of human RGS4 | P49798 | B-score at 10 µM | hit rate 0.45% among 310,000 | HEK293 M3R/RGS4 inducible, Fluo-4 calcium flux; hits give high values; triggered by carbachol at its EC20;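 active means B-score, a plate-corrected calcium signal, over three deviations above library mean, with baseline fluorescence within five deviations of library mean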;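 further: RGS4 expression induced by doxycycline in cells with stable M3 receptor; B-score is computed from the integrated fluorescence ratio over baseline after carbachol; higher B-score means a larger calcium signal and so more RGS4 inhibition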
TRPC4 agonist: opens the mouse TRPC4 cation channel. B-score at 10 µM. hit rate 0.49% among 310,000. HEK293 TRPC4beta/mu-opioid, Fluo4 calcium fluorescence; hits give high values. Q9QUQ5;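 active means B-score above 5 SD of library B-scores, and initial fluorescence ratio not above library mean plus 5 SD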;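 further: positive B-score marks a calcium rise read as TRPC4 activation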
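Incubation: 45 min room-temperature Fluo4 loading, 110 s read / System: HEK293 cells stably co-expressing mouse TRPC4beta and mu-opioid receptor / Signal: Fluo4 fluorescence, kinetic / Control set: buffer (low) and maximal DAMGO (high) / Measure: integrated baseline-normalised fluorescence ratio, converted to per-well B score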
TRPC6 inhibitor: mouse TRPC6 channel inhibition; Q61143; HEK293-TRPC6, membrane potential dye, ACh-evoked depolarization; hits give low values; B-score at 10 µM; hit rate 1.1% among 310,000; AID 2553;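 active means B-score under library mean minus 3 SD, initial fluorescence not abnormally high, positive integrated signal ratio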;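 further: B-score derived from integrated fluorescence ratio over the kinetic read; more negative B-score means stronger inhibition of depolarization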
TRPC4 potent: TRPC4 (mouse) allosteric potentiation. hit rate 0.42% among 310,000. B-score at 10 µM. Q9QUQ5. HEK293 TRPC4beta/mu-opioid, DAMGO EC20, Fluo-4 Ca2+ flux; hits give high values. AID 2227;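 active means B-score of calcium response area above 5 SD of library B-scores, with initial fluorescence ratio within 5 SD of library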;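 further: B-score of integrated fluorescence ratio over time as area under calcium response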
Active calls of the source: *; i = inactive; nt = no result given.

SMILES,TRPC4 inh,TRPC6 activator,MrgX1 agonist,TMEM16A inh,ANO1 activ,MrgX1 PAM,MrgX1 antag,RGS4 block,TRPC4 agonist,TRPC6 inhibitor,TRPC4 potent
COCCNCC(=O)NCC12CC3CC(CC(C3)C1)C2,i,i,i,i,i,i,i,i,i,i,i
COc1ccccc1-n1c(SCc2cc(=O)oc3cc(O)ccc23)nc2ccccc2c1=O,i,i,i,i,i,i,i,i,i,i,i
O=C(CSc1nc2cc(Cl)ccc2o1)c1cccs1,i,i,i,i,i,i,i,i,i,i,i
CCOC(=O)N1CCN(CC(O)c2ccc3cc[nH]c3c2)CC1 (stereo not given),i,i,i,i,i,i,i,i,i,i,i
CC(=O)c1cccc(NC(=O)c2ccc3ccccc3c2)c1,i,i,i,i,i,i,i,i,i,i,i
Cc1ccc(S(=O)(=O)N2CCCCC2)cc1C(=O)NCc1ccccn1,i,i,i,i,i,i,i,i,i,i,i
O=C1C2CCCN2C(c2cccc(Br)c2)N1c1ccc(F)cc1 (stereo not given),i,i,i,i,i,i,i,i,i,i,i
NS(=O)(=O)c1cccnc1Nc1cccc(Cl)c1Cl,i,i,i,i,i,i,i,i,i,i,i
CCCCn1c(N)c(N(CC(C)C)C(=O)c2ccc(S(=O)(=O)N(CC)c3ccccc3)cc2)c(=O)[nH]c1=O,i,i,i,i,i,i,i,i,i,i,i
CC1C(=O)Nc2ccccc2N1C(=O)c1cccc(C(F)(F)F)c1 (stereo not given),i,i,i,i,i,i,i,i,i,i,i
CCOC(=O)c1c(N)n(C2CC(C)(C)NC(C)(C)C2)c2nc3ccccc3nc12,i,i,i,i,i,i,i,i,i,-5.4*,i
O=C1OCCC1Sc1nnc(-c2ccco2)n1-c1ccccc1 (stereo not given),i,i,i,i,i,i,i,i,i,i,i
CCC(C)C1Nc2ccc(C(=O)NCCc3ccc(OC)c(OC)c3)cc2NC1=O (stereo not given),i,i,i,i,i,i,i,i,i,i,i
Cc1c(C(=O)N2CCN(c3ccccn3)CC2)oc2c1C(=O)CC(C)(C)C2,i,i,i,i,i,i,i,i,i,i,i
C/C(Cn1cnc([N+](=O)[O-])n1)=N\NC(=O)c1ccc(O)cc1O,i,i,i,i,i,i,i,i,i,i,i
Cc1cccc(NC(=O)C(=O)N/N=C/c2ccncc2)c1,i,i,i,i,i,i,i,i,i,i,i
O=C(CN1C(=O)CC(c2ccccc2)S(=O)(=O)c2ccccc21)N1CCCCC1 (stereo not given),i,i,i,i,i,i,i,i,i,i,i
Cc1cc(C)c2nc(NCCCNC(=S)NCCCN(C)C)c(C#N)cc2c1,i,i,i,i,i,i,i,i,i,i,i
CCOc1ccc(OCc2ccc(C(=O)NC(C)(C)C)o2)cc1,i,i,i,i,i,i,i,i,i,i,i
CN1CCN(c2nc(-c3ccc(C(C)(C)C)cc3)nc3ccccc23)CC1,i,i,i,i,i,i,i,i,i,i,i
CN(Cc1cnn(C)c1)C(=O)CC1C(=O)NCCN1Cc1cccc(Oc2ccccc2)c1 (stereo not given),i,i,i,i,i,i,i,i,i,i,i
O=C(NCC1OCCc2ccccc21)c1cc(COc2ccc(F)cc2Cl)on1 (stereo not given),i,i,i,i,i,i,i,i,i,i,i
CC(=O)c1c(C)n([O-])c2cc(F)c(F)cc2[n+]1=O,i,i,i,i,i,i,i,i,i,i,i
C/C(Cc1ccccc1)=N\NC(=O)CNC(=O)c1cccc(Br)c1,i,i,i,i,i,i,i,i,i,i,i
Cc1nc2ccc(NC(=O)c3ccc(Cl)c(S(=O)(=O)N(C)c4ccccc4)c3)cc2s1,i,i,i,i,i,i,i,i,i,-5.1*,i

Next section.
SMILES,TRPC4 inh,TRPC6 activator,MrgX1 agonist,TMEM16A inh,ANO1 activ,MrgX1 PAM,MrgX1 antag,RGS4 block,TRPC4 agonist,TRPC6 inhibitor,TRPC4 potent
COc1ccc(C(=O)c2c(C)c3cc(C)ccc3n2CC(O)CN2CCOCC2)cc1 (stereo not given),i,i,i,i,i,i,i,i,i,i,i
Cn1cccc1/C=C1\SC(=O)N(c2ccccc2)C1=O,i,i,i,i,i,i,i,i,i,i,i
O=C(O)CN1C(=O)/C(=C\c2cc(Br)ccc2OCc2ccc(F)cc2)SC1=S,i,i,i,i,i,i,i,i,i,i,i
CC(C)Oc1ccc(C2CC(=O)N(c3ccccc3)C2=O)cc1 (stereo not given),i,i,i,i,i,i,i,i,i,i,i
CC1=Nn2c(nc(-c3ccccc3)c2-c2ccccc2)N(CC(N)=O)C(=O)C1,i,i,i,i,i,i,i,i,i,i,i
O=C(COC(=O)c1ccc(Cl)c(S(=O)(=O)NCc2ccccc2)c1)NCC1CCCO1 (stereo not given),i,i,i,i,i,i,i,i,i,i,i
c1ccc(N=C(c2cccs2)N2CCOCC2)cc1,i,i,i,i,i,i,i,i,i,i,i
O=C(CCOc1ccccc1)Nc1ccccc1,i,i,i,i,i,i,i,i,i,i,i
Cc1nc2ccccc2c(=O)n1/N=C/c1ccccc1Cl,i,i,i,i,i,i,i,i,i,i,i
Cc1ccc(NNC(=O)c2cc(C)on2)c(C)c1,i,i,i,i,i,i,i,i,i,i,i
N#Cc1cc2ccccc2nc1SCC(=O)Nc1ccc(S(=O)(=O)N2CCCC2)cc1,i,i,i,i,i,i,i,i,i,i,i
CCOC(=O)c1nn(-c2ccc(F)cc2)c(C)c1C(C)=O,i,i,i,i,i,i,i,i,i,i,i
Nc1ccc(-n2nncc2-c2ccccc2)cc1,i,i,i,i,i,i,i,i,i,i,i
COc1ccc(-n2c(N)c(C#N)c3ccc([N+](=O)[O-])cc3c2=O)cc1,i,i,i,i,i,i,i,i,i,i,i
CC(C)/C(=N/Nc1ccccc1[N+](=O)[O-])c1ccccc1,i,i,i,i,i,i,i,i,i,i,i
CCOC(=O)c1cc(-c2ccccc2)sc1NC(=O)C(C)C,i,i,i,i,i,i,i,i,i,i,i
N#CC1=CN(Cc2ccccc2)C=C(/C=N/Nc2ccccc2)C1,i,i,i,i,i,i,i,i,i,i,i
CC(=O)/C(N=Nc1ccc(C(=O)O)cc1)=C(\C)O,i,i,i,i,i,i,i,i,i,i,i
Cc1ccc(-c2nnc(N3CCOCC3)c3ccccc23)cc1S(N)(=O)=O,i,i,i,i,i,i,i,i,i,i,i
CCCC(CCC(=O)Nc1cccc([N+](=O)[O-])c1)C(=O)O (stereo not given),i,i,i,i,i,i,i,i,i,i,i
COC(=O)COc1cccc(NC(=O)c2cc(OC)cc(OC)c2)c1,i,i,i,i,i,i,i,i,i,i,i
CNC(=O)C1CCCN1S(=O)(=O)c1ccc(OC)cc1 (stereo not given),i,i,i,i,i,i,i,i,i,i,i
CC(C)C[C@@H](CSc1ccccc1)N1CCN(CC(C)C)CCC1=O,nt,i,i,i,i,i,i,i,i,i,i
COc1cc(C(=O)Nc2ccc(N3CCCS3(=O)=O)cc2)c([N+](=O)[O-])cc1OC,i,i,i,i,i,i,i,i,i,i,i
O=C(N/N=C/c1ccccn1)c1cccc([N+](=O)[O-])c1,i,i,i,i,i,i,i,i,i,i,i

Further records follow:
SMILES,TRPC4 inh,TRPC6 activator,MrgX1 agonist,TMEM16A inh,ANO1 activ,MrgX1 PAM,MrgX1 antag,RGS4 block,TRPC4 agonist,TRPC6 inhibitor,TRPC4 potent
Cc1cc(NS(=O)(=O)c2ccc(NC(=O)/C=C/c3ccc(C)o3)cc2)nc(C)n1,i,i,i,i,i,i,i,i,i,i,i
CC(C)(C)OC(=O)CNC(=O)c1nc[nH]c1C(=O)NCC(=O)OC(C)(C)C,i,i,i,i,i,i,i,i,i,i,i
CCN(CC)S(=O)(=O)c1ccc(Cl)c(NC(=O)COC(=O)c2cc(-c3ccccc3Cl)nc3ccccc23)c1,i,i,i,i,i,i,i,i,i,i,i
C=CCOc1ccc(CN(C)CC(=O)Nc2ccccc2[N+](=O)[O-])cc1,i,i,i,i,i,i,i,i,i,i,i
COc1c(C=O)cc2c3c1CCCN3CCC2,i,i,i,i,i,i,i,i,i,i,i
CCn1c(SCC(=O)N2CCc3ccccc3C2)nc2sc(C)c(C)c2c1=O,i,i,i,i,i,i,i,i,i,i,i
Cc1cccc(S(=O)(=O)Nc2nc3ccccc3nc2NCc2ccc3c(c2)OCO3)c1,i,i,i,i,i,i,i,i,i,i,i
O=C(N1CCCCC1)N1CCN(S(=O)(=O)c2cccc([N+](=O)[O-])c2)CC1,i,i,i,i,i,i,i,i,i,i,i
CCOC(=O)c1c(C)[nH]c(C)c1S(=O)(=O)NCCc1ccc(SC)cc1,i,i,i,i,i,i,i,i,i,i,i
COc1ccc([N+](=O)[O-])cc1C(=O)NCCOc1ccc(Cl)cc1,i,i,i,i,i,i,i,i,i,i,i
CNC(=S)N1N=C(c2ccc(OC)cc2)CC1c1ccc(Cl)cc1Cl (stereo not given),i,i,i,i,i,i,i,i,i,i,i
O=C(CCc1ccc(Oc2cc([N+](=O)[O-])cc([N+](=O)[O-])c2)cc1)N1CCCCCC1,-6*,i,i,i,i,i,i,i,75*,i,i
CCN1CCCc2cc(CN(CCN3CCOCC3)C(=S)Nc3cccc(OC)c3)ccc21,i,i,i,i,i,i,i,i,i,i,i
CCC1SC2=NC(C)=C(C(=O)OC)C(c3cccs3)N2C1=O (stereo not given),i,i,i,i,i,i,i,i,i,i,i
CC1=C/C(=C\C=C(C#N)C#N)N(C)c2ccccc21,i,i,i,i,i,i,-5.7*,i,i,i,i
NC(=O)c1ccccc1N/C=C1\CCCCC1=O,i,i,i,i,i,i,i,i,i,i,i

Random excerpt: 2 entries already listed
SMILES,TRPC4 inh,TRPC6 activator,MrgX1 agonist,TMEM16A inh,ANO1 activ,MrgX1 PAM,MrgX1 antag,RGS4 block,TRPC4 agonist,TRPC6 inhibitor,TRPC4 potent
O=C(CCc1ccc(Oc2cc([N+](=O)[O-])cc([N+](=O)[O-])c2)cc1)N1CCCCCC1,-6*,i,i,i,i,i,i,i,75*,i,i
CC(=O)c1c(C)n([O-])c2cc(F)c(F)cc2[n+]1=O,i,i,i,i,i,i,i,i,i,i,i

Compound activity from PubChem BioAssay.
